Bioassay records as filed in PubChem BioAssay.
KCNH2 3.1 inh: blocks the human KCNH2 3.1 channel isoform; U2OS KCNH2 3.1, thallium flux FluxOr; active compounds read low; activity change, % (tested at about 1.8 µM); actives 0.95% (n = 340,000);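 active means maximum activity change below -70%; inconclusive means maximum activity change from -70% to -50%; inactive means maximum activity change above -50%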;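 further: thallium influx rate constant from kinetic fluorescence after stimulation buffer; on the % scale 0 is the no-effect control and ±100 the full control effect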
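FluxOr-based Tl+ influx in U2OS cells transduced with KCNH2 3.1 virus; rate constants normalized to DMSO controls.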
Gal4-VP16 FLuc: Gal4-VP16 reporter inhibition counter-screen; Drosophila S2 Gal4-VP16 UAS-luciferase, luminescence, 20 h; Potency, µM (doses to about 53.6 µM), for the others: top-dose activity, negative = inhibition, most hits filed as inhibitors; actives 3.5% (n = 310,000);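 further: Gal4-VP16 expression switched on by copper sulfate through the metallothionein promoter; potency means the concentration at half of the fitted maximal effect; on the % scale 0 is the no-effect control and ±100 the full control effect; nearly all actives have a fitted effect of over 50% in size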
FBPA coupling cs: coupling enzyme interference in Giardia aldolase counter-screen; activity change, negative = inhibition, % at 58.2 µM, hits read low; actives 0.67% (n = 290,000); coupling enzyme system counterscreen, AmpLite Red fluorescence; in the data active means activity change below about -30%; further: on the % scale 0 is the no-effect control and ±100 the full control effect
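Counterscreen of the coupled detection system alone, without aldolase: glyceraldehyde-3-phosphate coupling enzymes plus AmpLite Red readout. Compounds at 57.5 uM final, 10 min RT preincubation, 20 min RT reaction, fluorescence 525/598 nm.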
Giardia kill: kills Giardia lamblia; Giardia lamblia trophozoite viability; activity change, % at 7.66 µM, hits read low; actives 0.15% (n = 340,000); AID 540267; in the data active means activity change below about -80%; inconclusive means between about -30% and that limit;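 further: parasites exposed to compound for two days anaerobically before the ATP read; on the % scale 0 is the no-effect control and ±100 the full control effect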
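Viability, read as ATP luminescence: trophozoites at 100 cells/well, compound added, 48 hrs anaerobic at 37 deg C, then 15-30 min room-temperature development before reading.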
FLuc counter: counter-screen for miR-21 project: firefly luciferase inhibitors or activators; P08659; purified FLuc, Km substrates, luminescence inhibition; Potency, µM (titrated, usually from 57.5 µM), without a hit: at the highest dose activity change, negative = inhibition, actives largely listed as inhibitors; actives 6.9% (n = 360,000); AID 588342;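 further: potency means the concentration at half of the fitted maximal effect; plate controls were vehicle for no effect and reference inhibitor for full effect; nearly all actives have a fitted effect of over 55% in size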
Target sequence (P08659 whole entry, looked up): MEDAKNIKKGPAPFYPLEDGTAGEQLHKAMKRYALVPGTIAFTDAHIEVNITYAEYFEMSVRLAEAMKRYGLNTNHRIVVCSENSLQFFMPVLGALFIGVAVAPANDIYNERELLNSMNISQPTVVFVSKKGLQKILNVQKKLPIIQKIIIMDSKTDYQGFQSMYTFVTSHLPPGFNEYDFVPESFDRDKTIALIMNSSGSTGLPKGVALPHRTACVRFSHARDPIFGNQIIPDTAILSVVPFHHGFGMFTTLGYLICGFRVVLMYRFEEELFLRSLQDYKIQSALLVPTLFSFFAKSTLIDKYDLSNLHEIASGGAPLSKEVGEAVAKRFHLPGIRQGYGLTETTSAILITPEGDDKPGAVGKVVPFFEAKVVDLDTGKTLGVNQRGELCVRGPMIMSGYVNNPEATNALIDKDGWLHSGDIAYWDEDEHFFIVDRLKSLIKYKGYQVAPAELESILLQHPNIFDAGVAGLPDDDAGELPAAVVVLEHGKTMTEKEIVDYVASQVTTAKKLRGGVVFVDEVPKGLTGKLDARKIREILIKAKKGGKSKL
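Purified P. pyralis luciferase, 10 nM final, with Km-level 10 uM D-luciferin and 10 uM ATP in 50 mM Tris acetate pH 7.5, 10 mM Mg acetate, 0.01% Tween-20, 0.05% BSA; 6-point qHTS titration about 60 µM downward; luminescence read.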
NPC1 promoter act: NPC1 promoter activation; actives 2.4% (n = 320,000); Huh7 NPC1 promoter luciferase reporter, 24 h; Potency, µM (top dose mostly 9.22 µM), for inactives: top-dose activation, most hits filed as activators;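 further: potency means the concentration at half of the fitted maximal effect; % of control where 0% means no effect; nearly all actives have a fitted effect of over 60% in size; reporter is driven by a mutant NPC1 promoter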
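Cells: Huh7 expressing luciferase under the NPC1 promoter, 1500/well. Seeded 2 h, compound added, incubated 24 h at 37 °C. Luciferase reagent, 10 min ambient, then luminescence.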
Tb PFK block: inhibitors of T. brucei phosphofructokinase; O15648; T. brucei PFK, ADP-Glo luminescence; Potency, µM (doses to about 57.5 µM), without a hit: top-dose activity, negative = inhibition, usual class: inhibitors; actives 0.17% (n = 330,000); AID 485367;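 further: potency means the concentration at half of the fitted maximal effect; 0% = uninhibited 1x PFK enzyme wells and -100% = no-enzyme wells; nearly all actives have a fitted effect of over 60% in size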
Target sequence (O15648 whole entry, looked up): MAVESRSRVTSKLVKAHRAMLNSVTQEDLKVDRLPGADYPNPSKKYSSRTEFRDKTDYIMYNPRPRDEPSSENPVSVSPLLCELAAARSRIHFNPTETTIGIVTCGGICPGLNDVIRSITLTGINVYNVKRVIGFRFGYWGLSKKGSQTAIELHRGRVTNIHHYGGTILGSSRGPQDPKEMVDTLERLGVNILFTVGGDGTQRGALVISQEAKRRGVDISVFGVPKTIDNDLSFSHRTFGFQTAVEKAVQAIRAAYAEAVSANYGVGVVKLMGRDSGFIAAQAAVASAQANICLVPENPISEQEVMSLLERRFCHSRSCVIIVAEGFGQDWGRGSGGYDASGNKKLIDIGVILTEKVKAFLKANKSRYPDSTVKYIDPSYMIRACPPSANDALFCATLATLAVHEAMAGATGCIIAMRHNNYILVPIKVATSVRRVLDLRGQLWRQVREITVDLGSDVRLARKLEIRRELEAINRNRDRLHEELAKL
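In TEA buffer at pH 8.0 with 5 mM MgCl2, enzyme (1.25 nM) converted F6P (0.5 mM) and ATP (0.1 mM) for 45 min at room temperature. ADP product was read by luciferase luminescence.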
Rab9 prom act: activators of Rab9 promoter; actives 2.8% (n = 320,000); Potency, µM (titrated, usually from 9.22 µM), for inactives: top-dose activation, negative = inhibition, hits mostly activators; Huh7 Rab9 promoter-luciferase reporter, luminescence, 24 h; further: potency means the concentration at half of the fitted maximal effect; % of control where 0% means no effect; nearly all actives have a fitted effect of over 60% in size
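Rab9 promoter-driven luciferase in stably transfected Huh7 cells; 1500 cells/well rested 2 h, exposed to compound in DMSO for 24 h at 37 °C, 5% CO2. Luminescence read 10 min after adding luciferase reagent at ambient temperature.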
ELG1 genotox: inducers of genotoxicity in HEK293T ELG1-luciferase cells | Potency, µM (titrated, usually from 46 µM), without a hit: at the highest dose activity change, positive = activation, actives largely listed as activators | actives 1.3% (n = 330,000) | HEK293T ELG1-luciferase reporter, luminescence, 16 h; further: potency means the concentration at half of the fitted maximal effect; % of control where 0% means no effect; nearly all actives have a fitted effect of over 60% in size
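HEK293T cells expressing luciferase-tagged ELG1 were treated with compound or DMSO for 16 hr at 37°C. Luciferase activity was then read after 30 min with ONE-Glo at room temperature; rising signal flags genetic stress.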
uPA generation: inhibitors of cell surface uPA generation; cell surface uPA generation assay, qHTS; Potency, µM (doses to about 38.3 µM), for the others: at the top dose activity change, negative = inhibition, usual class: inhibitors; actives 0.31% (n = 330,000); AID 540303; active means well fitted inhibition curve with a large enough effect; inconclusive means small, poorly fitted or top-dose-only effect; inactive means no such curve, though single readings can be large or run the other way; tested in mouse RAW 264.7 cells; further: potency means the concentration at half of the fitted maximal effect; on the % scale 0 is the no-effect control and ±100 the full control effect; nearly all actives have a fitted effect of over 55% in size
RORg inh: ROR gamma (mouse) transcription inhibition | actives 5.4% (n = 310,000) | Potency, µM (highest dose often 53.6 µM), for the others: top-dose activity change, negative = inhibition, most hits filed as inhibitors | AID 2551 | Drosophila S2 Gal4-RORgamma UAS-luciferase reporter, 20 h; further: potency means the concentration at half of the fitted maximal effect; on the % scale 0 is the no-effect control and ±100 the full control effect; nearly all actives have a fitted effect of over 60% in size
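Drosophila S2 cells stably expressing Gal4-DBD/mouse RORγ fusion under metallothionein promoter plus UAS-luciferase; compound 1 h, then 700 uM CuSO4 induction for 20 h at ambient temperature; inhibition read as reduced luminescence.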
The depositor's hits bear a star; ? = inconclusive; · = not tested or not shown; [ ] = remark or other dose. Unless noted, the call rests on the fitted dose curve; in most records, active means well fitted curve in the direction sought with a large enough effect; inconclusive means small, poorly fitted or top-dose-only effect, or another doubt; inactive means no such curve, though single readings can be large; an effect the other way counts as inactive or inconclusive.

SMILES	KCNH2 3.1 inh	Gal4-VP16 FLuc	FBPA coupling cs	Giardia kill	FLuc counter	NPC1 promoter act	Tb PFK block	Rab9 prom act	ELG1 genotox	uPA generation	RORg inh
O=C(CCN1CCN(C/C=C/c2ccccc2)CC1)Nc1ccccc1	-80*	0%	3	4	-1%	-2%	0%	-3%	3%	-3%	1%
CCOC(=O)N1CCN(C(=O)c2ccc(OC)cc2)CC1	26	3%	1	-5	-1%	-1%	-5%	1%	-1%	-8%	1%
Cc1ccc2nc(/C(C#N)=C\c3cc(C)n(-c4cccc([N+](=O)[O-])c4)c3C)[nH]c2c1	-8	2%	1	0	-4%	-3%	0%	-7%	-4%	·	19%
Cc1csc(NC(=O)CSC2=NS(=O)(=O)c3cc(F)ccc3N2)n1	-24	·	·	9	-5%	1%	-8%	-3%	0%	6%	·
Cc1ccc(S(=O)(=O)NC(=O)c2cc(C)n(C3CC3)c2C)cc1	6	0%	9	-1	4%	-4%	-2%	-1%	5%	-9%	-12%
CCOc1cc(S(=O)(=O)N(Cc2ccccc2)Cc2ccccc2)c(OCC)cc1-n1cnnn1	0	-5%	-2	14	4%	1%	1%	-2%	-14%	-20%	-35%
COc1ccc(-n2c(Cc3cccn3C)nnc2SCC(=O)Nc2ccccc2F)cc1	-5	0%	3	3	4%	0%	-12%	-1%	1%	16%	?
N/C(Cc1ccccc1Sc1ccccc1)=N\O	0	-10%	-4	0	-5%	3%	3%	-1%	-2%	-2%	6%
Cc1ccc(NC(=O)c2ccc(S(=O)(=O)C(F)F)cc2)c(C)c1	-2	-7%	-6	-18	-21%	13%	0%	11%	3%	0%	2%
O=[N+]([O-])c1ccc(N/N=C/c2ccccc2)cc1	-7	-1%	1	-2	19µM*	?	-3%	?	?	3%	-2%
[N-]=[N+]=NC[C@H](Cc1ccccc1)N1CC[C@@H](OCc2ccccc2)CCC1=O	-12	?	-1	7	1%	-1%	0%	4%	-3%	8%	?
CC(C)(C)CC(=O)Nc1cc2c3c(c1)CCC(=O)N3CCC2	5	-6%	-1	4	-2%	-6%	-3%	1%	3%	12%	-11%
CCc1ccc(-n2c(SCC(=O)N3CCC(C(=O)O)CC3)nnc2-c2ccncc2)cc1	1	-5%	0	-10	4%	0%	-4%	-2%	1%	2%	-2%
CC(Oc1ccc(Cl)cc1)C(=O)Nc1ccc(S(=O)(=O)Nc2nccs2)cc1 (stereo unspecified)	-17	-6%	3	-2	0%	0%	-1%	-1%	-5%	-3%	47%
COc1ccc(NS(=O)(=O)c2cccc(C(=O)NCCc3ccc(S(N)(=O)=O)cc3)c2)cc1	2	·	·	15	4%	0%	-2%	-6%	-1%	18%	·

Some entries already given with just uPA generation and KCNH2 3.1 inh.
Molecule,uPA generation,KCNH2 3.1 inh
Cc1csc(NC(=O)CSC2=NS(=O)(=O)c3cc(F)ccc3N2)n1,6%,-24
Cc1ccc(S(=O)(=O)NC(=O)c2cc(C)n(C3CC3)c2C)cc1,-9%,6
CCOc1cc(S(=O)(=O)N(Cc2ccccc2)Cc2ccccc2)c(OCC)cc1-n1cnnn1,-20%,0
COc1ccc(-n2c(Cc3cccn3C)nnc2SCC(=O)Nc2ccccc2F)cc1,16%,-5
N/C(Cc1ccccc1Sc1ccccc1)=N\O,-2%,0
Cc1ccc(NC(=O)c2ccc(S(=O)(=O)C(F)F)cc2)c(C)c1,0%,-2
O=[N+]([O-])c1ccc(N/N=C/c2ccccc2)cc1,3%,-7

The list goes on:
SMILES	KCNH2 3.1 inh	Gal4-VP16 FLuc	FBPA coupling cs	Giardia kill	FLuc counter	NPC1 promoter act	Tb PFK block	Rab9 prom act	ELG1 genotox	uPA generation	RORg inh
CCOc1ccc(NC(=O)c2ccc3c(c2)N(Cc2ccc(F)cc2)C(=O)CS3=O)cc1 (stereo unspecified)	8	-3%	-1	22	?	-14%	-2%	-4%	-14%	4%	22%
CCCc1cc(=O)oc2c3c(cc(OCC(=O)NCc4ccncc4)c12)OC(C)(C)CC3	1	1%	3	-5	?	-4%	1%	0%	3%	-13%	?
COc1ccccc1N1CCN(/N=C/C=C\c2ccccc2[N+](=O)[O-])CC1	2	-17%	-7	-3	?	2%	-2%	2%	-6%	-17%	12%
CC(C)CCNC(=O)c1cc(S(=O)(=O)N2CCc3ccccc32)cn1C	-2	-4%	2	34[activator]	0%	-5%	0%	-3%	0%	-7%	38%
Cc1ccc(S(=O)(=O)Nc2cc(C(=O)Nc3cc(C)cc(C)c3)ccc2Cl)cc1	0	3%	5	12	-19%	·	·	·	·	8%	20%
COc1ccc(NC(=S)N(CCCN2CCOCC2)Cc2cn(C)c3ccccc23)cc1	-7	?	1	-12	7%	0%	-1%	-6%	-1%	-9%	?
Clc1ccc(/C=N/NC(=Nc2ccccc2)c2ccccn2)c(Cl)c1	3	?	0	-1	?	26%	1%	?	4%	2%	13µM*
C/C(=N\NC(=O)c1cc(C)nc2ccc(C)cc12)c1ccncc1	1	-10%	2	6	4%	0%	3%	0%	3%	-3%	4%
COC(=O)C(O)(CC(=O)Nc1ccccc1OC)C(F)(F)F (stereo unspecified)	4	3%	-1	-15	6%	-2%	1%	8%	1%	0%	?
COCCNC(=O)c1ccccc1NC(=O)C1COc2ccccc2O1 (stereo unspecified)	-5	-2%	7	1	-1%	-2%	2%	7%	1%	1%	5%
CCN(CC)c1ccc(S(=O)(=O)N2CCOCC2)cc1NC(=O)CSc1cccc[n+]1[O-]	25	-5%	1	-9	-1%	1%	-4%	1%	1%	2%	16%
CCOc1ccc(-c2nc(C#N)c(N3CCN(Cc4ccccc4)CC3)o2)cc1	-3	5%	-1	14	?	1%	-4%	0%	-7%	-8%	28%
COc1ccccc1CNC(=O)COC(=O)CC1CC2CCC1C2 (stereo unspecified)	-1	·	·	1	4%	-2%	-2%	3%	1%	1%	·
CCOCCCN1CN(Cc2ccco2)CNC1=S	-4	-4%	1	-20	-1%	-8%	1%	-4%	?	6%	11µM*
CC1CCC(NC(=O)CCn2ccc3cc(S(=O)(=O)N4CCCC4)ccc32)CC1 (stereo unspecified)	-7	-2%	-1	-2	6%	-3%	-15%	-3%	-4%	-22%	26%

Random excerpt: four records from the list
SMILES	KCNH2 3.1 inh	Gal4-VP16 FLuc	FBPA coupling cs	Giardia kill	FLuc counter	NPC1 promoter act	Tb PFK block	Rab9 prom act	ELG1 genotox	uPA generation	RORg inh
C/C(=N\NC(=O)c1cc(C)nc2ccc(C)cc12)c1ccncc1	1	-10%	2	6	4%	0%	3%	0%	3%	-3%	4%
CCOc1ccc(-c2nc(C#N)c(N3CCN(Cc4ccccc4)CC3)o2)cc1	-3	5%	-1	14	?	1%	-4%	0%	-7%	-8%	28%
COc1ccc(NC(=S)N(CCCN2CCOCC2)Cc2cn(C)c3ccccc23)cc1	-7	?	1	-12	7%	0%	-1%	-6%	-1%	-9%	?
CCCc1cc(=O)oc2c3c(cc(OCC(=O)NCc4ccncc4)c12)OC(C)(C)CC3	1	1%	3	-5	?	-4%	1%	0%	3%	-13%	?

Carrying on:
SMILES	KCNH2 3.1 inh	Gal4-VP16 FLuc	FBPA coupling cs	Giardia kill	FLuc counter	NPC1 promoter act	Tb PFK block	Rab9 prom act	ELG1 genotox	uPA generation	RORg inh
Cc1cc(-c2ccccc2)nc(SCC(=O)c2cccc([N+](=O)[O-])c2)n1	12	-4%	1	-12	0%	2%	-2%[0.46 µM]	-5%	-6%	-6%	26%
Cc1cc(NC(=O)COC(=O)c2c(C)c(C)c(C)c(C)c2C)no1	3	·	·	-7	·	·	0%	·	7%	-2%	·
O=C1CC(c2ccc(S(=O)(=O)NCCOc3ccccc3)cc2)CN1 (stereo unspecified)	-7	-1%	3	4	-1%	-2%	8%	-7%	-4%	·	-12%
CCn1c(CN2CCOCC2)nnc1SCC(=O)Nc1cccc(C)c1	·	0%	·	-9	3%	-5%	0%	17%	-3%	5%	17%
O=Cc1cc(Br)c(OC(=O)N2CCOCC2)c(Br)c1	-4	1%	1	-7	3%	-1%	4%	0%	-6%	2%	-5%
O=C1C(=O)N(CCN2CCOCC2)C(c2cccc(Cl)c2)/C1=C(/O)c1ccc2c(c1)OCO2 (stereo unspecified)	-6	6%	·	3	-4%	-4%	0%	4%	2%	-5%	-10%
COc1ccc(NC(=O)c2ccco2)c(OC)c1	18	3%	-3	5	?	?	0%	?	?	-4%	0%
